Tat export inh: E. coli Tat export inhibitors, primary screen, MC4100, TorA-mCherry reporter, fluorescence, single point. inhibition, % at 10 µM. actives 0.036% (n = 340,000). AID 488895, 2010;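 active means mean replicate inhibition at least 50% and at least half of replicates individually reaching 50%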;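 further: exported cargo escapes ClpAP degradation while cytoplasmic cargo is degraded and loses fluorescence; 0% = median of neutral control wells and 100% = median of NaSCN control wells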
AddAB inh: growth inhibition of E. coli expressing H. pylori AddAB, primary screen, AddAB inhibitor project, absorbance; inhibition, % at 11.9 µM; actives 0.29% (n = 330,000); in the data active means inhibition above about 12%;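 further: 0% = vehicle wells of infected cells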
PKA-R1A activ: activators of PKA-R1A holoenzyme, primary screen, biochemical, fluorescence polarization, Cy5-IP20, bovine R1A, mouse PKAc; cAMP-dependent protein kinase type I-alpha regulatory subunit (Bos taurus) + …; PKA-R1A dissociation; scaled: DMSO 0%, 113 µM cGMP 100%; activation, % at 11.4 µM; actives 0.083% (n = 340,000);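 active means percent activation above the mean of all tested compounds plus 3 SD, cut at about 19% in these data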;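 further: higher means more PKAc released from R1A so a rise in polarization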
OPRM1-OPRD1 inv: inverse agonists of MOR-DOR heterodimerization, primary screen, cell-based, luminescence; cell-based MOR-DOR heterodimer luminescence, inverse agonism; inhibition, % at 9.3 µM; actives 0.21% (n = 340,000); AID 504357, 2011; in the data active means inhibition above about 22%, passing the limit was not always enough;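 further: 0% = cells with DMSO and 100% = wells without cells with DMSO; values of inactives mirror those of a sister screen read the other way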
Target sequence (P35372 whole entry, looked up): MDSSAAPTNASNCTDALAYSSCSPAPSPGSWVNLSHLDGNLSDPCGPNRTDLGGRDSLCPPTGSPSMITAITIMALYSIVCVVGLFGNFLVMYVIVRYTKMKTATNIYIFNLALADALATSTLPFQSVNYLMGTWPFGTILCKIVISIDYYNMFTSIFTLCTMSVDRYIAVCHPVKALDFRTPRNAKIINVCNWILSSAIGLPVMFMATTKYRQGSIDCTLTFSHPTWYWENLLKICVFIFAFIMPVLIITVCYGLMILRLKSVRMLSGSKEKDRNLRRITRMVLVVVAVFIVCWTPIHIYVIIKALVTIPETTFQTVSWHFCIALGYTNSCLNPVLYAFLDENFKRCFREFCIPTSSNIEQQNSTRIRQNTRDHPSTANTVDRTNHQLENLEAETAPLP
Target sequence (P41143 whole entry, looked up): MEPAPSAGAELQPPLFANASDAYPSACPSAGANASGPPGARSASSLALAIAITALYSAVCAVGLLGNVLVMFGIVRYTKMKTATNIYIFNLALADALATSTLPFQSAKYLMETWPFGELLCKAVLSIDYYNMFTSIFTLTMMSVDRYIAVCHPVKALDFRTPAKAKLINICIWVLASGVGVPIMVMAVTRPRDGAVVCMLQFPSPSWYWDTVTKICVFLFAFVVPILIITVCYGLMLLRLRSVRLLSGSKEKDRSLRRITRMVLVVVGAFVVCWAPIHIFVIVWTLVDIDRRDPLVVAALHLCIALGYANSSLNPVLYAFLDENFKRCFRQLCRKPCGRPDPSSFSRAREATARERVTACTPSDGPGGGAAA
Ecoli viability: E. coli V3065 growth inhibition, primary screen, counter-screen for AddAB inhibitor project, absorbance, OD600. AID 449728, 2010. actives 0.27% (n = 330,000). 18 h. inhibition, % at 11.9 µM;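 active means inhibition above the campaign's mean inhibition across all tested compounds plus 3 SD, cut at about 9.9% in these data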;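 further: uninfected addAB+ strain grown without phage in ampicillin broth; 0% = DMSO wells and 100% = ciprofloxacin 0.95 µg/ml wells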
phage Ecoli inh: growth loss of phage-infected E. coli, primary screen, RecBCD inhibitor project, absorbance, with phage, HTS; inhibition, % at 11.9 µM; actives 0.26% (n = 360,000); in the data active means inhibition above about 11%
HTR5A inv ag: HTR5A inverse agonists in luminescence cell assay, primary screen, counter-screen for OPRM1-OPRD1 heterodimer inverse agonist project, full-deck HTS. HTR5A cell line, inverse agonism. inhibition, % at 9.3 µM. actives 0.083% (n = 340,000). AID 504634, 2011; in the data active means inhibition mostly above about 23%, no sharp cut-off; inactive means mostly below about 18%;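 further: 0% = cells with DMSO and 100% = no-cell wells with DMSO; some compounds called inactive have numbers as strong as hits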
MOR-DOR ag: agonists of OPRM1-OPRD1 heterodimerization, primary screen, cell-based, luminescence; AID 504326, 2011; activation, % at 9.3 µM; Mu-type opioid receptor (Homo sapiens) + Delta-type opioid receptor (Homo sapiens), …; cells; actives 0.3% (n = 340,000); in the data active means activation above about 18%;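 further: 0% = vehicle-treated cells and 100% = reference agonist; values of inactives mirror those of a sister screen read the other way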
PfHsp90 yeast 2: growth inhibition of PfHsp90-expressing yeast, primary screen, antimalarial PfHsp90 inhibitor project, S. cerevisiae, BacTiter-Glo luminescence, single point, set 2; inhibition, % at 9.4 µM; actives 0.32% (n = 310,000); AID 504621, 2011; BacTiter-Glo ATP, 48 h; yeast lacking PDR1 and PDR3 efflux regulators;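 active means every replicate shows inhibition above about 80%, whatever the replicate mean, limit read from the data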;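 further: 0% = DMSO neutral controls and 100% = 20 µM radicicol positive controls; yeast relying on Plasmodium falciparum Hsp90 in place of its own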
PKA-R2B act: activators of PKA-R2B holoenzyme, primary screen, biochemical, fluorescence polarization, Cy5-IP20, human. activation, % at 11.4 µM. PKA-R2B holoenzyme dissociation; R2B truncated from residue 108, S112A mutant; 0% DMSO only, 100% 113 µM cGMP. AID 504700, 2011. actives 0.079% (n = 340,000);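 active means activation above a cutoff set at the mean over all compounds plus 3 SD, cut at about 18% in these data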;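 further: higher means more holoenzyme dissociation and a rise in polarization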
Mot1-301 SUMO: yeast Mot1-301 growth rescue at high temperature, primary screen, SUMOylation pathway inhibitor project, S. cerevisiae, ATP luminescence, 38.5C. growth rescue, % at 18.8 µM. S. cerevisiae Mot1-301 growth rescue; percent above DMSO median, 100 means doubled. actives 1% (n = 320,000);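 active means every valid replicate shows activation above 250% relative to neutral control wells; inactive means the rest, any valid replicate at or below 250%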;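 further: OY570 slx delta 5 strain wells were the positive control but not used for scaling; some compounds called inactive have numbers as strong as hits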
An asterisk follows results filed as active; . = no result given.

SMILES	Tat export inh	AddAB inh	PKA-R1A activ	OPRM1-OPRD1 inv	Ecoli viability	phage Ecoli inh	HTR5A inv ag	MOR-DOR ag	PfHsp90 yeast 2	PKA-R2B act	Mot1-301 SUMO
COC(=O)c1c(NC(NC(=O)C(C)(C)C)C(Cl)(Cl)Cl)sc2c1CCC2 (stereo unspecified)	-1	5.5	-2	-60	1.7	0.5	14	12	-8	-3	207
CN(C)S(=O)(=O)c1cccc(NC(=O)c2cccc(S(=O)(=O)N3CCCCCC3)c2)c1	-4	.	-13	-30	.	1.9	-14	4.5	15	5	.
c1ccc2nc(SCc3cn4ccccc4n3)cnc2c1	-1	4.7	1	15	1.5	3.2	-17	-2.9	4	2	-7
CCc1nc(C(N)=O)c2[nH]c(=O)n(-c3ccc(OC)cc3OC)c2n1	4	4.9	-7	11	0.2	.	-10	-2.2	3	2	-24
CC(C)CC(C(=O)OCC(=O)c1c(N)n(C)c(=O)n(C)c1=O)N1C(=O)C2CC=CCC2C1=O (stereo unspecified)	-9	0.7	-4	14	-0.6	-0.8	-3	-2.9	-19	-11	-23
Cc1cc(OCC(O)CNC(C)c2ccccc2)ccc1C(C)C (stereo unspecified)	11	5.7	-6	-70	2.6	2.9	-4	14	42	-2	-15
O=C(c1cc2cc(F)ccc2[nH]1)N1CCc2ccccc21	-10	.	2	-10	.	4.1	-1	1.7	-1	-2	294
CCOC(=O)c1ccc(N/C(=N\S(=O)(=O)c2ccc(F)cc2F)c2ccccc2)cc1	-3	2.3	-14	1	0.2	1.5	-9	-0.2	-12	-8	-5
Cc1ccc2c(c1)N(C(C)C(=O)NCc1ccccn1)C(=O)CO2 (stereo unspecified)	2	-2.0	-13	17	-0.3	-0.8	15	-3.4	23	-3	9
Cc1sc2ncnc(SCC(=O)N(C)C3CCS(=O)(=O)C3)c2c1C (stereo unspecified)	-3	1.4	9	-10	-1.1	1.4	-6	2.1	-4	10	-4
Cc1cccc(CCNC(=O)CCS(=O)(=O)c2ccc3nc(C)sc3c2)c1	1	2.1	-1	4	-1.9	3.2	-2	-0.8	15	6	34
NC(=O)CNc1ncc(C(F)(F)F)cc1Cl	2	3.1	-8	4	0.6	3.7	-6	-0.8	-8	3	15

4 compounds from above, sorted by molar mass, low to high:
SMILES	Tat export inh	AddAB inh	PKA-R1A activ	OPRM1-OPRD1 inv	Ecoli viability	phage Ecoli inh	HTR5A inv ag	MOR-DOR ag	PfHsp90 yeast 2	PKA-R2B act	Mot1-301 SUMO
NC(=O)CNc1ncc(C(F)(F)F)cc1Cl	2	3.1	-8	4	0.6	3.7	-6	-0.8	-8	3	15
CCc1nc(C(N)=O)c2[nH]c(=O)n(-c3ccc(OC)cc3OC)c2n1	4	4.9	-7	11	0.2	.	-10	-2.2	3	2	-24
Cc1cccc(CCNC(=O)CCS(=O)(=O)c2ccc3nc(C)sc3c2)c1	1	2.1	-1	4	-1.9	3.2	-2	-0.8	15	6	34
CCOC(=O)c1ccc(N/C(=N\S(=O)(=O)c2ccc(F)cc2F)c2ccccc2)cc1	-3	2.3	-14	1	0.2	1.5	-9	-0.2	-12	-8	-5

Random excerpt: 3 records from the list, in no set order.
SMILES	Tat export inh	AddAB inh	PKA-R1A activ	OPRM1-OPRD1 inv	Ecoli viability	phage Ecoli inh	HTR5A inv ag	MOR-DOR ag	PfHsp90 yeast 2	PKA-R2B act	Mot1-301 SUMO
Cc1ccc2c(c1)N(C(C)C(=O)NCc1ccccn1)C(=O)CO2 (stereo unspecified)	2	-2.0	-13	17	-0.3	-0.8	15	-3.4	23	-3	9
Cc1cccc(CCNC(=O)CCS(=O)(=O)c2ccc3nc(C)sc3c2)c1	1	2.1	-1	4	-1.9	3.2	-2	-0.8	15	6	34
Cc1sc2ncnc(SCC(=O)N(C)C3CCS(=O)(=O)C3)c2c1C (stereo unspecified)	-3	1.4	9	-10	-1.1	1.4	-6	2.1	-4	10	-4

The list continues.
SMILES	Tat export inh	AddAB inh	PKA-R1A activ	OPRM1-OPRD1 inv	Ecoli viability	phage Ecoli inh	HTR5A inv ag	MOR-DOR ag	PfHsp90 yeast 2	PKA-R2B act	Mot1-301 SUMO
O=C(CSc1nnc(-c2cccs2)n1-c1cccc(Cl)c1)c1cccc2c1OCCO2	-1	-1.0	4	1	-0.6	1.6	-19	-0.2	-12	16	-13
O=C(NCCc1cccc(Cl)c1)C1CCC(=O)N(Cc2ccc(Cl)cc2)C1 (stereo unspecified)	5	2.3	3	15	-0.4	-0.6	13	-2.6	-32	-6	-2
CC(OC(=O)C1=Cc2ccccc2OC1)C(=O)NCc1ccco1 (stereo unspecified)	-4	2.0	-6	5	-1.6	2.2	10	-0.9	19	-8	43
O=C(O)C1C2C=CC(C2)C1C(=O)NCCc1ccccc1 (stereo unspecified)	-6	-0.2	3	9	-3.9	4.7	-4	-1.7	-44	-14	-19
CC1CCN(c2c([N+](=O)[O-])c(=O)oc3ccccc23)CC1	6	-1.0	2	16	-0.1	0.4	0	-2.4	4	-9	12
COc1ccccc1NC(=O)c1cc2ccc(O)cc2o/c1=N\O	-4	2.1	0	11	0.8	3.3	-23	-1.9	29	-8	-13
Cc1cc(/C=N/NC(=O)c2cc3ccccc3o2)c(C)n1C	-6	-0.1	2	9	-1.3	0.5	10	-1.8	1	3	182
COC(=O)c1ccccc1Oc1nc(Cl)cc(OC)n1	1	0.9	-15	19	1.0	3.6	-8	-3.5	.	-7	7
Cc1ccccc1S(=O)(=O)Cc1ccc(C(=O)NCCCOC(C)C)o1	-3	-1.7	-10	10	-1.2	1.9	-17	-1.9	7	-4	16
COc1ccc(-n2c(=S)[nH]c3cc(C(=O)NCCCN4CCOCC4)ccc3c2=O)cc1OC	-1	0.4	2	22	-2.8	0.2	-10	-4.1	1	-10	70
Clc1ccc(-c2csc3ncnc(NCCN4CCOCC4)c23)cc1	3	0.5	-1	12	1.7	3.2	6	-2.3	3	3	-13
CC1CCCCN1C(=O)c1cc(-c2ccc3c(c2)OCO3)on1 (stereo unspecified)	14	2.7	-2	6	0.6	0.8	-29	-1.2	0	3	-9
O=C(c1ccc(NS(=O)(=O)c2ccc3c(c2)OCCO3)cc1)N1CCCCC1	5	1.2	-4	1	2.6	3.1	-12	-0.1	-20	-3	-21
O=C(NC1CCCCC1)C(c1ccco1)N(Cc1cccnc1)C(=O)C1COc2ccccc2O1 (stereo unspecified)	7	1.6	4	13	0.7	0.6	6	-2.4	7	-1	192
O=C1C(Cc2ccccc2)Nc2ncnc(N3CCN(c4ccccc4)CC3)c2N1Cc1ccccc1 (stereo unspecified)	-8	2.1	-6	-66	-0.9	0.2	9	14	5	-8	-5
Cc1cc(Cl)c2oc(C(=O)N3CCN(C4CCS(=O)(=O)C4)CC3)c(C)c2c1 (stereo unspecified)	6	0.5	0	-2	0.9	2.0	-3	0.3	-35	4	-9
COc1cc2c(cc1NC(=O)COC(=O)Cn1cnc3ccccc31)oc1ccccc12	-2	.	1	-3	.	1.1	-20	0.5	-24	-11	.
CCC(Sc1nc2ccccc2o1)C(=O)Nc1nnc(C)s1 (stereo unspecified)	-10	-2.3	2	5	-2.7	-2.5	-13	-0.9	.	-7	23
CC(=O)c1c(N2CCOCC2)nc(=S)n(-c2cc(C)ccc2C)c1C	7	-0.4	6	21	3.1	0.6	5	-4.5	13	3	4
O=Cc1cccnc1SCc1ccccc1	-1	1.0	-15	12	-1.2	99*	-33	-2.5	-7	-11	22
C=CCN(CC=C)C(=O)Nc1cc(Cl)ccc1OC	0	2.6	-4	-3	-1.2	1.7	8	0.6	-2	-7	-11
CCO/C=C/C(O)(CNC(=O)c1ccc(C(C)(C)C)cc1)C(F)(F)F (stereo unspecified)	3	1.8	-4	-12	-0.1	5.0	-7	1.9	-25	4	-9
O=C(NCCCCNC(=O)c1ccccc1Cl)c1ccccc1Cl	4	5.3	-6	-2	1.2	3.2	-12	0.4	-8	-9	1
CN(CC(=O)Nc1cccc(F)c1)C(=O)CN1C(=O)C2CC=CCC2C1=O (stereo unspecified)	0	-3.0	-17	3	2.3	4.0	0	-0.5	.	-9	-15
Cc1cc(C)c(S(N)(=O)=O)c(C)c1N(C)S(=O)(=O)c1ccccc1	-6	1.3	-6	10	0.1	3.8	14	-2.0	-3	-12	685
CC(=O)Nc1ccc2nc(SCC(=O)Nc3ccc(N4CCOCC4)c(Cl)c3)sc2c1	-6	2.1	1	0	-3.4	2.6	9	-0.1	17	-16	4
Cc1c(CCO)c(=O)n(-c2ccccc2)n1S(=O)(=O)c1ccc(Cl)cc1	8	-0.2	-6	14	-3.1	-1.1	19	-2.6	24	-7	33
CC(C)(C)OC(=O)CNC(=O)c1nc[nH]c1C(=O)N1CCN(C(=O)OC(C)(C)C)CC1	-4	1.1	-1	6	0.8	3.4	-1	-1.0	-7	6	-2
Cc1ccc(-c2nc(-c3ccccn3)sc2CC(=O)O)cc1	16	3.0	0	4	1.4	-0.9	-10	-0.8	-38	7	328*
Cc1cccc(S(=O)Cc2ccc(C(=O)N3CCN(C(=O)c4ccco4)CC3)o2)c1 (stereo unspecified)	20	2.7	-4	22	2.9	2.1	11	-4.4	-7	-13	-6
O=C1CC(c2ccccc2)CC(=NCCO)/C1=C(\O)CCCN1C(=O)c2ccccc2C1=O (stereo unspecified)	5	1.4	1	7	-1.4	1.5	0	-1.6	3	-3	4
CCOc1ccccc1NC(=O)CSc1nc2c(c(=O)n(C)c(=O)n2C)n1C	4	-1.8	14	-7	-1.4	0.6	8	0.9	7	11	4
COc1ccc(S(=O)(=O)N(C)C[C@H]2Oc3c(NC(=O)CCC(F)(F)F)cccc3C(=O)N([C@H](C)CO)C[C@@H]2C)cc1	4	-1.1	-12	12	-3.1	-1.5	-12	-2.1	-2	-14	1
Cc1cccc(C)c1OCC(=O)Nc1oc(-c2ccccc2)c(-c2ccccc2)c1C#N	-13	3.1	-1	5	-0.2	-0.7	-17	-0.9	-5	2	-4
O=C(COC(=O)c1ccccc1-n1cnnn1)c1ccc(F)cc1	0	-1.0	-8	15	2.4	4.0	12	-2.9	.	-10	-11
COCC(=O)Nc1nc2ccccc2s1	0	2.9	-1	8	-1.5	2.1	26	-1.4	-20	5	.

Screens as filed in PubChem.
